Bfl-1 Bim block: inhibitors of Bim binding to Bfl-1, primary screen, biochemical, multiplexed, bead-based flow cytometry | Bim-Bfl-1 binding inhibition | inhibition, % at 10 µM | 190,000 tested, 0.12% active;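 note: 0% = wells without compound plus tracer and 100% = blocker peptide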
RGS7-Gao reg: RGS7-Galphao binding modulators, primary screen, biochemical, multiplexed bead flow cytometry | AID 1439, 2008 | actives lie on both sides | 220,000 tested, 0.35% active | binding response (% of control), % at 10 µM | Guanine nucleotide-binding protein G(o) subunit alpha (Homo sapiens), P09471; in the data active = binding response below about 49% or above about 150%; inconclusive = no clear call, values can overlap the other calls; inactive = in between;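 note: fluorescent Galphao held in activated GDP-AlF4 state binding bead-coupled RGS7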
Target sequence (P09471 whole entry, looked up): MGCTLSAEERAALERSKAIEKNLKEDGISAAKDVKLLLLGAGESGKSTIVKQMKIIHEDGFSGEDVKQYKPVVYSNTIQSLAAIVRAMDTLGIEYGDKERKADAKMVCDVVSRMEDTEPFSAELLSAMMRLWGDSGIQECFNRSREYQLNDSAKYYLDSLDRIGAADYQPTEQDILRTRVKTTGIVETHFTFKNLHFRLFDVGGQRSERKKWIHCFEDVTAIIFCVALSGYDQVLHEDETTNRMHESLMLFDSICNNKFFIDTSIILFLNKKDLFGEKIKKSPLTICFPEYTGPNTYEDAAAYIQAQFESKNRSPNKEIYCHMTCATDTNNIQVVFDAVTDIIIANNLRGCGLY
RGS8-Gao: RGS8-Galphao binding modulators, primary screen, biochemical, multiplexed bead flow cytometry; actives lie on both sides; Guanine nucleotide-binding protein G(o) subunit alpha (Homo sapiens), P09471; 220,000 tested, 0.34% active; response (percent of control binding), % at 10 µM; in the data active = response below about 60% or above about 140%; inactive = in between;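 note: Galphao activated as the GDP aluminium fluoride complex binding bead-coupled RGS8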
Mcl1-Noxa inh: Mcl-1/Noxa binding inhibitors, primary screen, biochemical, TR-FRET, 1536-well; Induced myeloid leukemia cell differentiation protein Mcl-1 (Homo sapiens), Q07820; TR-FRET Mcl-1/Noxa peptide binding, 2 h; inhibition, % at 21.7 µM; 220,000 tested, 1.5% active;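 active = compounds that cut the protein-peptide binding signal by more than 50% relative to plate controls in a single-dose test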;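 note: His-tagged Mcl-1 with rhodamine Noxa BH3 peptide and terbium anti-His antibody; 0% = Mcl-1 plus Noxa peptide wells and 100% = peptide-only wells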
RGS4-Gao reg: modulators of RGS4 binding to Galphao, primary screen, biochemical, multiplexed bead flow cytometry; Guanine nucleotide-binding protein G(o) subunit alpha (Homo sapiens), P09471; actives lie on both sides; binding response (% of control), % at 10 µM; 220,000 tested, 0.33% active; AID 1415, 2008; in the data active = binding response below about 49% or above about 150%; inactive = in between;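 note: fluorescent Galphao activated with aluminum fluoride binding bead-coupled RGS4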
Bcl-XL Bim block: inhibitors of Bim-Bcl-XL binding, primary screen, biochemical, multiplexed, bead flow cytometry, human Bcl-XL; inhibition, % at 10 µM; 190,000 tested, 0.04% active; Bim peptide-Bcl-XL binding, fluorescence
Target sequence (Q07817 whole entry, looked up): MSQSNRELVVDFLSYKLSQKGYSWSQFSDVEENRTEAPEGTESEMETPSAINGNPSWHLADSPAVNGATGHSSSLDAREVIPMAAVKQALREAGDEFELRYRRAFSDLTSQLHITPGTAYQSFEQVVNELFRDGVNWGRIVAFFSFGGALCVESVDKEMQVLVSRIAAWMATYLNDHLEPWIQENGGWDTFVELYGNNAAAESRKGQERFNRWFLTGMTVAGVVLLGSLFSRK
Bcl-B Bim block: inhibitors of Bim-Bcl-B binding, primary screen, biochemical, multiplexed, human Bcl-2 family. Bcl-2-like protein 10 (Homo sapiens), Q9HD36. bead-based flow cytometry, Bim peptide-Bcl-B binding. inhibition, % at 10 µM. 190,000 tested, 0.073% active. AID 951, 2007;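 note: 0% = tracer peptide without compound and 100% = reference inhibitor peptide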
Target sequence (Q9HD36 whole entry, looked up): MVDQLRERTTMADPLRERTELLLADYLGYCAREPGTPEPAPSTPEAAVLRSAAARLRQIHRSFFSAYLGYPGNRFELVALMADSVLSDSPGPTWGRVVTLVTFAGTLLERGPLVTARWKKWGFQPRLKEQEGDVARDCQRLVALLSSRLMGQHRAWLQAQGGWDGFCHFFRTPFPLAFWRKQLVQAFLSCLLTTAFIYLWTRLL
Mcl-1 Bim block: inhibitors of Bim peptide binding to Mcl-1, primary screen, biochemical, bead-based flow cytometry, multiplex | Induced myeloid leukemia cell differentiation protein Mcl-1 (Homo sapiens), Q07820 | Bim peptide-Mcl-1 binding | inhibition, % at 10 µM | 190,000 tested, 0.1% active;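 note: 0% = no compound tracer wells and 100% = peptide blocker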
Mcl1 Bid PPI: Mcl-1/Bid binding inhibitors, primary screen, biochemical, TR-FRET, 1536-well | Induced myeloid leukemia cell differentiation protein Mcl-1 (Homo sapiens), Q07820 | TR-FRET Mcl-1/Bid-Dy647 peptide binding | inhibition, % at 21.7 µM | 220,000 tested, 0.97% active | AID 1021, 2008;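 active = compounds that cut the binding signal by more than half at the single screening dose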;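 note: His-tagged Mcl-1 with europium anti-His antibody binding Bid BH3 peptide; 0% = Mcl-1 plus peptide wells and 100% = peptide-only wells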
Bim-Bcl-2: inhibitors of Bim-Bcl-2 binding, primary screen, biochemical, multiplexed, human Bcl-2 family; AID 950, 2007; inhibition, % at 10 µM; 190,000 tested, 0.06% active; Bead-based flow cytometry, Bim peptide-Bcl-2 binding; in the data active = inhibition above about 40%; inconclusive = no clear call, values can overlap the other calls;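 note: 0% = no compound wells with probe peptide and 100% = reference peptide inhibitor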
Target sequence (P10415 whole entry, looked up): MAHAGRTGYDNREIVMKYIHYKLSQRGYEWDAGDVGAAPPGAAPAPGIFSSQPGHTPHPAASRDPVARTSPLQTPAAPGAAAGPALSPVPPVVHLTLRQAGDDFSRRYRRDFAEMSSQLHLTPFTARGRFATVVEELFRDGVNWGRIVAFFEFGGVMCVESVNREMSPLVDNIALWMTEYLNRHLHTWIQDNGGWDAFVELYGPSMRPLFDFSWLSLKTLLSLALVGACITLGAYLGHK
Bim-Bcl-W: inhibitors of Bim binding to Bcl-W, primary screen, biochemical, multiplexed, bead-based flow cytometry; Bcl-2-like protein 2 (Homo sapiens), Q92843; inhibition, % at 10 µM; Bim peptide-Bcl-W binding; 190,000 tested, 0.02% active;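 note: 0% = bound tracer without compound and 100% = peptide blocker; higher means less fluorescent Bim peptide bound to Bcl-W beads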
* = called active by the depositor; u = inconclusive; x = not tested or not shown. Cut-off read from the data, not from the text of the source, unless noted: active = inhibition above about 40%.

The line under a structure holds: Bfl-1 Bim block	RGS7-Gao reg	RGS8-Gao	Mcl1-Noxa inh	RGS4-Gao reg	Bcl-XL Bim block	Bcl-B Bim block	Mcl-1 Bim block	Mcl1 Bid PPI	Bim-Bcl-2	Bim-Bcl-W
NC(=O)c1c(NC(=O)c2ccco2)sc2c1CCC2
    0	97	98	27	96	0	-2	-3	-77	-1	3
O=C1CC(C(=O)Nc2ccc(F)cc2)n2cnnc2N1 (centres undefined)
    -5	u	99	7	98	-3	-2	-1	-39	-3	0
Cc1cc(Br)ccc1NC(=O)C(C)c1ccc([N+](=O)[O-])cc1 (centres undefined)
    -17	107	104	1	104	-6	-7	-3	-8	-13	-4
Cc1cc(C(=O)N(NC(=O)C(C)C)c2ccccc2)cs1
    -6	104	102	3	103	-1	-11	-2	-2	-1	-3
Cc1cc(C)nc(OC(=O)c2c(Cl)cc(Cl)cc2Cl)n1
    -4	101	102	13	106	0	0	0	-31	0	1
Cc1ccc(NS(=O)(=O)c2cccc(C(=O)N/N=C/c3c(C)nn(-c4ccccc4)c3N3CCCC3)c2)c(C)c1
    -3	102	100	26	103	-5	-5	-2	-28	-2	-1
Cc1nn(-c2ccccc2)cc1/C=N/O
    -13	108	111	11	111	-14	-6	-3	10	-13	-2
O=C(Oc1ccccc1)c1ccc(NC(=O)c2ccco2)cc1
    13	120	94	3	98	-9	-42	-11	-20	-4	-7
O=C(c1cc(COc2ccc(F)cc2Cl)on1)N1CCCC(OCc2cccnc2)C1 (centres undefined)
    -7	101	102	-16	99	-7	-10	-5	2	-1	-3
CC(C)[C@@H](CO)NC(=O)c1ccc2c3n(nc2c1)-c1ccc(Cl)cc1CO3
    x	u	99	24	96	x	x	x	-73	x	x
CCc1nnc(NC(=O)CCC(=O)NCc2ccccc2OC)s1
    7	96	100	2	97	12	15	13	-18	12	10
O=C(O)Cc1nc(-c2cccnc2)sc1-c1ccc(Br)cc1
    x	u	98	18	93	x	x	x	-17	x	x
COc1ccc2cc3cc(C(=O)Nc4ccccc4N4CCN(C)CC4)oc3nc2c1
    -19	98	101	44	98	-6	-10	-2	4	-7	-2
CCOc1cc(CNCCc2ccc(S(N)(=O)=O)cc2)cc(Cl)c1OCc1ccccc1
    0	104	102	22	101	-3	-6	-2	18	-1	-2
CCOC(=O)CNC(=O)CN1C(=O)CCSc2ccccc21
    -23	99	101	7	103	-6	-9	-5	-33	-6	-5
Cc1noc(C)c1S(=O)(=O)N(C)Cc1ccccc1
    -3	97	98	10	98	-2	-4	-1	-8	-4	-1
CCOC(=O)c1cc(C)nc(S(C)(=O)=O)c1C#N
    x	u	102	-31	100	x	x	x	-15	x	x
COc1ccc(NS(=O)(=O)c2cc(NC(=O)c3cccc(OCc4c(C)noc4C)c3)ccc2OC)cc1
    0	100	102	25	100	-2	-3	-1	-26	-2	0
O=C(O)c1ccccc1OCCOCCOc1ccccc1C(=O)O
    -3	100	103	13	103	1	-4	-4	15	-4	0
Cc1ccccc1/C=N/NC(=O)CSc1nc2ccccc2o1
    -3	105	107	2	107	-9	-5	-5	2	-4	-5
Cc1ccc(Sc2c(C=O)c3ccccc3n2C)cc1
    -1	95	100	-2	94	0	-1	0	3	0	0
Cc1ccc(S(=O)(=O)N2CCOCC2)cc1C(=O)NCc1cn2ccsc2n1
    -10	104	99	-6	102	-18	-3	2	-37	-4	5
NNC(=S)NC1CC2CC1C1C=CCC21 (centres undefined)
    x	u	98	-20	93	x	x	x	-66	x	x
O=C(N/N=C/c1c[nH]c2ccccc12)c1sc2ccccc2c1Cl
    5	104	106	24	102	-5	-3	-6	-9	4	-4
Cc1ncsc1C(=O)Nc1nc2c(s1)CC(C)CC2 (centres undefined)
    -4	106	104	12	109	-4	-1	-4	-12	-6	-3
CSc1ccc(/C=N/NC(=O)CNc2cccc3ccccc23)cc1
    -1	98	101	0	101	-2	-5	-2	-13	-6	0
CN(C)C(=O)CCC(=O)N1CCCC(C(=O)c2ccc3c4c(cccc24)CC3)C1 (centres undefined)
    -7	102	103	-6	103	-1	-11	-3	4	-1	0
O=c1c2cc(N3CCOCC3)ccc2[nH]c(=S)n1Cc1ccco1
    17	99	92	58*	96	-1	-5	3	-99	1	0
COc1ccc(S(=O)(=O)N(Cc2ccccc2)Cc2nc(-c3ccccc3)no2)cc1
    -3	99	97	12	99	-12	-3	5	-27	-3	-3
O=[N+]([O-])c1cccc(/C=N/NS(=O)(=O)c2ccccc2)c1
    -2	104	102	22	104	-3	-2	-1	-66	0	-1
COCCNC(=O)NC(=O)COC(=O)c1cccn1C
    2	101	103	13	101	-2	6	-1	9	-1	0
COC(=O)C(C)(C(=O)OC)c1ccc(C(F)(F)F)cc1[N+](=O)[O-]
    -5	u	101	4	101	-1	0	0	-20	-2	0
Cc1ccc(N(C(=O)c2csnn2)C(C(=O)NC(C)(C)C)c2ccncc2)cc1 (centres undefined)
    -6	99	106	-3	109	0	-6	0	-10	-3	2
CCCc1nnc(SCC(=O)N2CCCCC2C)n1CC (centres undefined)
    -2	98	98	-3	95	-1	1	-2	-9	1	-1
Cc1ccc(C(OCCN(C)C)c2cccc(C(F)(F)F)c2)cc1 (centres undefined)
    -1	106	107	2	109	-4	-3	-1	-23	-2	-3
Cc1cc2cc(CN(Cc3cccs3)Cc3nnnn3CC3CCCO3)c(=O)[nH]c2cc1C (centres undefined)
    -1	101	101	2	98	-3	0	0	-21	-1	0
COCCNC(=O)C(=O)NNC(=O)COc1ccc(OC)cc1
    0	96	86	-3	94	-2	0	0	-16	-1	-2
Cc1ccc(NC(=O)OC(C)CNC(=O)Oc2cccc(C)c2)cc1 (centres undefined)
    -5	93	97	2	98	0	-2	0	-9	0	0
CN(CCc1ccccn1)C(=O)CCC1CCCN(Cc2ccccc2OC(F)F)C1 (centres undefined)
    -5	102	101	-1	99	-2	-1	-2	-45	-5	-2
Cc1ccccc1-n1nnnc1SCc1csc(-c2ccccc2)n1
    0	96	100	-4	98	-3	-1	-2	-18	-1	0
O=C(CN1CCOCC1)NNc1c2ccccc2nc2ccccc12
    x	u	104	20	104	x	x	x	-81	x	x
Cc1cc(N2CCC(C)CC2)nc2cccc(O)c12
    -1	99	99	42	103	-5	-5	-1	-11	-5	0
C[C@]12CC[C@@H]3c4ccc(O[C@@H]5O[C@H](C(=O)O)[C@@H](O)[C@H](O)[C@H]5O)cc4CC[C@H]3[C@@H]1C[C@@H](O)[C@@H]2O
    x	u	107	39	114	x	x	x	-35	x	x
Nn1cnnc1SCC(=O)Nc1ccc(C2CCCCC2)cc1
    10	103	96	10	102	9	7	3	-13	5	7
CS(=O)(=O)N(Cc1ccc(C(=O)NCc2ccco2)cc1)c1ccccc1
    1	101	102	15	99	1	0	3	-23	5	4
COc1ccc(CN2C(=O)CSC2c2ccccn2)cc1 (centres undefined)
    x	u	99	-79	102	x	x	x	-50	x	x
COc1ccc(C(C(=O)NC(C)(C)C)N(Cc2ccc(C)cc2)C(=O)CCC(=O)Nc2cc(C)on2)cc1 (centres undefined)
    -6	95	102	0	101	-1	-1	-1	-15	-4	0
CC(/C=N/NC(=O)c1cccc([N+](=O)[O-])c1)=C\c1ccccc1
    0	103	105	21	107	-3	-2	-2	1	0	1
COc1cccc(/C=N/NC(=O)CO/N=C(\C)c2cccs2)c1OC
    1	95	99	5	98	-3	2	-1	1	2	0
Cc1cc(Cl)c(OCCN2C(=O)NC(C)(C)C2=O)c(Br)c1
    0	101	99	15	101	-2	1	0	-18	-1	-1
O=C(Nc1cccc(-c2cn3ccccc3n2)c1)C1CC1
    -2	101	102	-5	100	2	-2	-1	-10	0	-4
O=[N+]([O-])c1ccc(OCc2cnc(Cl)s2)c([N+](=O)[O-])c1
    -6	102	98	-4	97	-4	-4	-1	-13	-3	-1
Cc1ccc(-c2nnc(Nc3ccc4c(c3)OCO4)c3ccccc23)cc1S(=O)(=O)NC(C)C
    7	90	93	12	86	-12	-8	-11	-9	5	-4
C=C(C)C(=O)Nc1cccc(C2=NOC3(C2)C[C@@H](C(N)=O)N(C(=O)c2ccc(Cl)cc2)C3)c1 (some centres undefined)
    x	u	100	75*	100	x	x	x	-98	x	x
COc1ccc(NC(=O)c2ccc(NCCN3C(=O)CCC3=O)c([N+](=O)[O-])c2)cc1
    -4	96	100	18	96	-1	-5	0	-31	2	-1
COc1ccc(/C=N/Nc2ccccn2)cc1OC
    x	u	102	7	99	x	x	x	-106	x	x
Cc1nc(NC(=O)/C=C/c2ccc(Cl)cc2Cl)sc1C(=O)N(C)C
    -19	98	101	16	98	-8	-8	-1	10	-12	-6
Cc1ccc(NCC(=O)Nc2cccc(S(=O)(=O)N(C)C)c2)c(Cl)c1
    7	104	103	20	104	0	0	-5	-23	0	-1
CCc1nc(SCC(=O)Nc2ccc3c(c2)OCCO3)c2oc3ccccc3c2n1
    -10	100	104	-85	102	-4	-7	-2	46	-8	2
O=C(CN1CCN(c2ccc(Cl)cc2)CC1)NCc1cccs1
    -5	98	102	5	103	0	-3	-2	-29	0	1

More entries follow:
The line under a structure holds: Bfl-1 Bim block	RGS7-Gao reg	RGS8-Gao	Mcl1-Noxa inh	RGS4-Gao reg	Bcl-XL Bim block	Bcl-B Bim block	Mcl-1 Bim block	Mcl1 Bid PPI	Bim-Bcl-2	Bim-Bcl-W
CC(C)OP(=O)(c1ccc(N(C)C)cc1)C(Nc1ccccc1)c1ccccc1 (centres undefined)
    x	u	104	1	99	x	x	x	-70	x	x
Clc1ccc(/C=N/N2CCCCC2)cc1
    x	u	97	-4	97	x	x	x	-44	x	x
CCC(=O)N1CCC2(CC1)Oc1ccc(F)cc1C(=O)C21CC(c2ccc(Cl)cc2)=NO1 (centres undefined)
    x	u	97	-12	98	x	x	x	-19	x	x
Cc1cccc(-n2cnc3cc(C(=O)N4CCc5ccccc54)ccc32)c1
    2	105	102	18	105	-5	-7	-6	-1	-2	-6
O=C(NCc1ccco1)c1cc2n(n1)C(C(F)(F)F)CC(c1ccc(Br)cc1)N2 (centres undefined)
    -9	94	103	18	102	-4	-11	-5	-28	-10	3

Screening results from PubChem BioAssay.
